# BAZ2B inh: qHTS Assay for Inhibitors of BAZ2B. Bromodomain adjacent to zinc finger domain protein 2B (Homo sapiens), Q9UIF8. AlphaScreen BAZ2B-H3K14Ac peptide displacement. Potency, µM (doses to about 114 µM), for inactives: at the top dose activity change, negative = inhibition, actives largely listed as inhibitors. 4.4% of 360,000 active; further: potency means the concentration at half of the fitted maximal effect; on the % scale 0 is the no-effect control and ±100 the full control effect; nearly all actives have a fitted effect of over 60% in size
#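 Compounds, titrated to a top concentration of 110 uM, were incubated 30 min at room temperature with preformed BAZ2B/acetyl-K14 H3 peptide complex (50 nM each). Proximity signal was measured by AlphaScreen after 20 min with beads.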
# GLS inh: qHTS for Inhibitors of Glutaminase (GLS); Potency, µM (titrated, usually from 45.5 µM), inactives show top-dose activity change, negative = inhibition, usual class: inhibitors; 0.21% of 410,000 active; GLS enzymatic activity, qHTS titration; AID 624170, 2012; further: potency means the concentration at half of the fitted maximal effect; on the % scale 0 is the no-effect control and ±100 the full control effect
#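 Glutamate formation by hKGA was monitored fluorometrically using coupled glutamate oxidase, HRP and Amplex Red. Substrate was added as 1 mM L-glutamine solution; incubation was 30 min at RT after an initial read.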
# PI4K2A block: qHTS for small molecular inhibitors of PI4K2A; Phosphatidylinositol 4-kinase type 2-alpha (Homo sapiens), Q9BTU6; activity change, negative = inhibition, % at 76.9 µM; purified PI4K2A, ADP-Glo luminescence, 1 h; hits give low values; 0.13% of 420,000 active; in the data active means activity change below about -50%; inconclusive means mostly about -30% to -49%;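 further: -100% = wells without enzyme as full effect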
# Target sequence (Q9BTU6 whole entry, looked up): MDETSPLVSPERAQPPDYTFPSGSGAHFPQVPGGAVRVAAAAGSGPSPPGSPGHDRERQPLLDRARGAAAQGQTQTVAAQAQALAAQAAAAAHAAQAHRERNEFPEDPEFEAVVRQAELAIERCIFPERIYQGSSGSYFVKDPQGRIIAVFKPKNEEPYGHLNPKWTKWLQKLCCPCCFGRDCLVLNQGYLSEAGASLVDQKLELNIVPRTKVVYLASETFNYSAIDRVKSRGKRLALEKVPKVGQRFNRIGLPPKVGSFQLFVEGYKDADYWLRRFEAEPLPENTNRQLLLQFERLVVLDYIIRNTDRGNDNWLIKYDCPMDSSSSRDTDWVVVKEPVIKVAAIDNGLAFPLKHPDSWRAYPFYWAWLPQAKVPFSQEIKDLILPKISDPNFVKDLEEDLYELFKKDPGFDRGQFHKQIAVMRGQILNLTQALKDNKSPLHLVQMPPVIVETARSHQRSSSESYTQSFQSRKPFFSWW
#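 In this quantitative HTS, ADP production by PI4K2A was quantified luminescently after 1 h at ambient temperature; 100 microM adenosine served as plate-quality control.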
# G9a block: qHTS Assay for Inhibitors of Histone Lysine Methyltransferase G9a; Histone-lysine N-methyltransferase EHMT2 (Homo sapiens), Q96KQ7; G9a H3K9 monomethylation, AlphaScreen, 2 h; Potency, µM (highest dose often 102 µM), for inactives: top-dose activity, negative = inhibition, usual class: inhibitors; 8.8% of 350,000 active; further: potency means the concentration at half of the fitted maximal effect; on the % scale 0 is the no-effect control and ±100 the full control effect; nearly all actives have a fitted effect of over 75% in size
# Target sequence (Q96KQ7 913-1193 limits assumed): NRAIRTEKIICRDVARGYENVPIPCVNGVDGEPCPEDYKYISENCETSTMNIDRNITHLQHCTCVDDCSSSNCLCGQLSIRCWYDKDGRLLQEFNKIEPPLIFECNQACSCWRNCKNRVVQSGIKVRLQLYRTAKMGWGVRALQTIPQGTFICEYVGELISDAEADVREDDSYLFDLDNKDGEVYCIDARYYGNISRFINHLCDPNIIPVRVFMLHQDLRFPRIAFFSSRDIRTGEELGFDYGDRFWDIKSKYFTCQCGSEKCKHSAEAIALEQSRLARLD
#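 Readings reflect AlphaScreen signal from monomethyl-H3K9 antibody detection. HMT at 20 nM; substrate b-H3K9 500 nM; cofactor SAM 20 uM; 2 h RT reaction; compounds tested as titrations in qHTS with 15 min preincubation.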
# Pin1 inhibitor: qHTS Assay to Find Inhibitors of Pin1. Peptidyl-prolyl cis-trans isomerase NIMA-interacting 1 (Homo sapiens), Q13526. Pin1 FP peptide displacement, HiFluor488, 10 min. Potency, µM (top dose mostly 115 µM), without a hit: top-dose activity, negative = inhibition, hits mostly inhibitors. 0.009% of 390,000 active. AID 504891, 2011; active means well fitted inhibition curve with a large enough effect in the polarisation, with a control signal flat, not every such curve was filed as active; inconclusive means small, poorly fitted or top-dose-only effect, or effect the other way, or a change in a side signal; inactive means no such curve, though single readings can be large or run the other way; the % refers to the polarisation; further: potency means the concentration at half of the fitted maximal effect; on the % scale 0 is the no-effect control and ±100 the full control effect
# ERG-DNA inh: qHTS for Small Molecule Inhibitors of the ERG Ets/DNA interaction; fluorescence polarization, His-ERG Ets domain / labelled DNA; 0.028% of 370,000 active; Transcriptional regulator ERG (Homo sapiens), P11308; AID 624246, 2012; Potency, µM (top dose mostly 76.9 µM), inactives show at the top dose FP activity, negative = inhibition, most hits filed as inhibitors; active means well fitted inhibition curve with a large enough effect in the polarisation, with a control signal flat; inconclusive means small, poorly fitted or top-dose-only effect, or effect the other way, or a change in a side signal; inactive means no such curve, though single readings can be large or run the other way; the % refers to the polarisation;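 further: polarization taken with two DNA probes labelled with fluorescein and Texas red; potency means the concentration at half of the fitted maximal effect; % of control where 0% means no effect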
#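 His-tagged ERG Ets domain (1 uM in the protein solution; 300mM KCl, 50mM Tris-HCl, 1mM EDTA, 1mM DTT, pH 7.5) received compound, then a probe mix of 5 nM fluorescein-DNA and 100nM Texas-615-DNA. Fluorescence polarization was read for both dyes.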
# JMJD2A Tudor inh: qHTS Assay for Inhibitors of JMJD2A-Tudor Domain | Potency, µM (titrated, usually from 114 µM), for the others: top-dose activity change, negative = inhibition, usual class: inhibitors | AlphaScreen JMJD2A-Tudor / H3K4me3 peptide binding | AID 504339, 2011 | Lysine-specific demethylase 4A (Homo sapiens), O75164 | 4.4% of 390,000 active; further: potency means the concentration at half of the fitted maximal effect; on the % scale 0 is the no-effect control and ±100 the full control effect; nearly all actives have a fitted effect of over 50% in size
# HP1b chromo inh: HTS for Inhibitors of HP1-beta Chromodomain Interactions with Methylated Histone Tails | Chromobox protein homolog 1 (Homo sapiens), P83916 | AlphaScreen HP1-beta / biotin-H3K9me3 peptide binding | Potency, µM (titrated, usually from 114 µM), without a hit: at the top dose activity change, negative = inhibition, usual class: inhibitors | 0.56% of 390,000 active; further: potency means the concentration at half of the fitted maximal effect; nearly all actives have a fitted effect of over 70% in size; inactives centre near 23
# Target sequence (P83916 whole entry, looked up): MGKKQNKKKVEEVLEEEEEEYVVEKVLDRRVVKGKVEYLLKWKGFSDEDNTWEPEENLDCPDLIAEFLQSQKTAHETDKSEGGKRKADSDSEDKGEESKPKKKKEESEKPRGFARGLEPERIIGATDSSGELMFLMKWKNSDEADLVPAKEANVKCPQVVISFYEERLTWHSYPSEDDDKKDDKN
#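 Compound inhibition of the preformed complex between 50 nM HP1-beta and 50 nM biotinylated H3K9me3 peptide was read by AlphaScreen. Buffer was PBS pH 7.4 with 0.01% Tween-20. Incubations ran 30 min at room temperature, with 10 ug/mL donor/acceptor beads.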
# Tb PGK inh: qHTS Assay to Find Inhibitors of Phosphoglycerate Kinase | Phosphoglycerate kinase, glycosomal (Trypanosoma brucei brucei), P07378 | PGK/GAPDH coupled, Kinase-Glo luminescence, 60 min | Potency, µM (top dose mostly 57.5 µM), for inactives: top-dose activity change, negative = inhibition, most hits filed as inhibitors | 0.043% of 380,000 active; further: potency means the concentration at half of the fitted maximal effect; on the % scale 0 is the no-effect control and ±100 the full control effect; nearly all actives have a fitted effect of over 60% in size
#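 Luminescent ATP detection (Kinase-Glo Plus) follows a 60-minute room-temperature incubation, with wells lacking PGK as controls. Buffer: 100 mM TEA (pH 7.6), 5 mM MgCl2, 0.01% Tween-20. Coupling enzyme GAPDH (100 nM final) supplies unstable 1,3-BPG in-well.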
# An asterisk follows results filed as active; i = inactive; ? = inconclusive; . = no result given; & = joins results of further samples; [ ] = remark or other dose. Unless noted, the call rests on the fitted dose curve; in most records, active means well fitted curve in the direction sought with a large enough effect; inconclusive means small, poorly fitted or top-dose-only effect, or another doubt; inactive means no such curve, though single readings can be large; an effect the other way counts as inactive or inconclusive.
SMILES,BAZ2B inh,GLS inh,PI4K2A block,G9a block,Pin1 inhibitor,ERG-DNA inh,JMJD2A Tudor inh,HP1b chromo inh,Tb PGK inh
Cc1ccc(CCNS(=O)(=O)c2cc3c(cc2Cl)NC(=O)CO3)cc1,-38%,1%,4,.,5%,8%,-8%,36%,-1%
Cc1ccc(NC(=O)C2CCN(S(=O)(=O)c3cccnc3)CC2)cc1C,0%,-9%,2,15%,-9%,6%,-9%,50%[activator],-8%
CCc1cccc(C)c1NC(=O)CCCC(=O)O,-3%,2%,-4,4%[12.7 µM],-5%,-3%,-6%,18%,-1%
COc1ccc(OC)c(NC(=O)c2nc(SCc3ccc(F)cc3)ncc2Cl)c1,-14%,3%,-5,-9%[59 µM],-7%,2%,-9%,51%[activator],-1%
CCc1ccccc1S(=O)(=O)Cc1ccc(C(=O)NC2CCCC2)o1,-29%,-2%,0,25%,-6%,-9%,-4%,30%,-8%
COc1ccc(CCC(C)NC(=O)Cc2ccc(OC)c(OC)c2)c(OC)c1 (stereo unspecified),-6%,-2%,-8,-13%[2.33 µM],0%,7%,-14%,9%,.
Cc1ccc(/C=C/c2onc(C)c2S(=O)(=O)N2CCC(C(=O)Nc3ccccc3C(F)(F)F)CC2)cc1,0%,10%,1,8%[59 µM],-11%,7%,-11%,18%[57 µM],-11%
COc1ccc(CC(=O)NCCc2csc(-c3ccc(C(F)(F)F)cc3)n2)cc1,-5%,7%,0,-5%[59 µM],0%,3%,-6%,10%[57 µM],-1%
CCN(CC)CCN(C(=O)c1ccc(Br)s1)c1nc2cc3c(cc2s1)OCO3,.,1%,4,50µM*,7%,-11%,-23%,34%,i
CSc1n[nH]c(NC(=O)c2c(-c3c(Cl)cccc3Cl)noc2C)n1,-15%,4%,0,-26%,-12%,-4%,-11%,14%,-4%
O=C1CCC(C(=O)NCCCn2ccnc2)N1 (stereo unspecified),?,21%,-2,-13%[59 µM],1%,.,-33%,10%,-3%
CC1CC(C)(C)NCCNC(C)CC(C)(C)NCCN1 (stereo unspecified),.,-3%,2,4%[59 µM],-4%,-5%,-4%,40%,21%
CCCCc1[nH]c(=O)c(C#N)c2c1CSC(C)(C)C2,1%,1%,3,?,?,-5%,-9%,18%,i
CCOc1ccc(NC(=O)N2CCN(Cc3ccc4c(c3)OCO4)CC2)cc1,-13%,22%,-3,-3%,-9%,-12%,-9%,37%,-14%
CCOC(=O)NNc1cc(C(F)(F)F)ccn1,-11%,13%,10,.,2%,-4%,-14%,31%,-3%
O=C(CN1C(=O)NC2(CCc3ccccc32)C1=O)c1c[nH]c2ccccc12 (stereo unspecified),-25%,0%,-4,?,7%,-4%,-25%,-6%,7%
Cc1cc(C(=O)N2CCCC(N3CCN(c4ccc(F)cc4)CC3)C2)no1 (stereo unspecified),-11%,23%,0,-2%,-3%,-11%,-19%,-7%,-1%
COc1cc2c(cc1OC)n(Cc1cccc(C(F)(F)F)c1)c(=O)n1nc(-c3ccccc3)nc21,-4%,-6%,-8,-26%[59 µM],2%,1%,-10%,33%,6%
O=C(O)/C=C/C(=O)N1CCN(c2ccc(F)cc2)CC1,-25%,8%,-1,50µM*,0%,16%,-73%,-13%,-1%
Cc1nc(-c2ccccc2O)n(S(=O)(=O)N(C)C)n1,4%,11%,0,7%[12.7 µM],-4%,2%,?,-12%,i
FC(F)(F)c1cc(-c2ccco2)nc(NCc2ccccc2)n1,24%,2%,10,?,55%[activator],-7%,62%[activator],139%[activator],-7%
Cc1ccc2c(c1)C1CN(C)CCC1N2C(=S)Nc1ccc(Cl)cc1Cl (stereo unspecified),-32%,-10%,-1,?,1%,-3%,-33%,-9%,-2%
O=C(Nc1ccc(S(=O)(=O)NC2=NCCCCC2)cc1)c1ccco1,0%,4%,-7,-9%,-1%,3%,-16%,18%,-6%
CCOc1ccc(NC(=O)N(C2CCCC2)C2CCN(C(C)=O)CC2)cc1,?,2%,2,?,-4%,13%,-23%,32%,-29%
CCCn1c(SCC(=O)Nc2cccc(C)n2)nnc1-c1ccco1,-6%,16%,-1,?,-6%,4%,-28%,8%,0%
CCOC(=O)c1csc(-c2ccc(OC)c(OC)c2)n1,5%,0%,-3,-3%,1%,2%,-4%,34%,8%
COC(=O)c1ccc(OC(=O)c2cccnc2SC)cc1,13%,-23%,1,-8%,0%,2%,7%,68%[activator],-3%
CSc1ncccc1C(=O)OCc1ccccc1F,192%[activator],3%,-17,120%[activator][59 µM],-9%,1%,204%[activator],224%[activator],-8%
COc1cc2cc(CCCOC(=O)CCCC(=O)O)oc(=O)c2cc1OC,7%,7%,-2,1%[0.501 µM],0%,-2%,-15%,47%[activator],2%
COC(=O)c1ccncc1C(=O)Nc1ccc(F)cc1,2%,7%,0,-1%,-1%,5%,-4%,19%,3%
COc1cc(OC)cc(-c2nnc(SCc3ccc(C(=O)O)cc3)o2)c1,5%,22%,-5,40µM*,10%,-2%,-24%,10%,-3%
O=C1c2ccccc2/C(=C\c2ccc(Br)s2)N1c1ccccc1,.,0%,0,.,20%,8%,-31%,18%,4%
O=C1NC(=S)N/C1=C/c1cccn1-c1ccc([N+](=O)[O-])cc1,?,4%,-16,?,?,-1%,-22%,18%,10%
CN1CCN(S(=O)(=O)c2ccc(N(C)Cc3c(F)cccc3Cl)nc2)CC1,.,1%,-9,.,-7%,0%,-25%,21%,-8%
COc1ccccc1/C=C/C(=O)N1CCc2cc(OC)c(OC)cc2C1C (stereo unspecified),?,-6%,1,-16%,0%,-14%,-22%,27%,-4%
O=C(COC(=O)c1ccc(Br)cc1)Nc1ccccc1Br,13%,5%,-3,12%,-1%,3%,-4%,-3%,-7%
Oc1ccccc1-c1csc(-c2ccccc2)n1,76%[activator],-1%,-3,114%[activator],-9%,-1%,115%[activator],162%[activator],-7%
S=C1NCCc2ccccc2C1c1ccccc1Cl (stereo unspecified),45µM*,11%,23,5%[59 µM],-2%,-3%,?,-14%,4%
CCCN(CCC)CCCNC(=O)c1sc2nc3n(c(=O)c2c1C)CCC3,-2%,14%,0,-26%[59 µM],-1%,3%,-18%,21%,10%
O=C(CNc1ccc(Br)cc1)c1ccccc1,7%,13%,-3,?,-2%,-5%,-10%,22%,-5%
O=C(Cc1ccccc1Cl)NC1(O)C(=O)c2ccccc2C1=O,0%,-14%,?,56µM*,-2%,6%,-2%,49%[activator],-16%
COCCCNc1nc2c(-c3cccc(C)c3)nnn2c2ccccc12,-1%,-12%,2,-3%,0%,12%,3%,37%[activator],-11%
O=C1c2cccc3cccc(c23)C(=O)N1CCN1CCN(CC(O)COCc2ccc(Cl)cc2)CC1 (stereo unspecified),?,-2%,-8,?,4%,6%,?,?,-2%
CC(C)Cn1c(N)c(C(=O)CCl)c(=O)n(C)c1=O,-6%,0%,-2,?,2%,-16%,-5%,36%,i
Fc1ccc(N2CCN(C(=S)NCC3CCCO3)CC2)cc1 (stereo unspecified),-2%,27%,-2,.,5%,-20%,-8%,22%,-1%
Cc1cc(C(=O)CN2C(=O)NC(c3ccccc3)(c3ccccc3)C2=O)c(C)n1Cc1ccco1,-36%,-4%,-1,-37%[59 µM],13%,6%,-26%,?,-7%
Cc1ccsc1/C=N/NC(=O)c1ccc(Cn2cc(Br)cn2)o1,7%,6%,-4,12%,12%,-1%,-9%,21%,0%
CCc1ccccc1NC(=O)C1COc2ccccc2O1 (stereo unspecified),8%,2%,6,2%[0.501 µM],-1%,22%,-3%,16%,i
O=C(NC1CCSc2ccccc21)c1ccccc1Br (stereo unspecified),-4%,3%,7,.,1%,-1%,-15%,21%,0%
Oc1ccc2ccccc2c1N=Nc1ccccc1F,2.8µM*,21%,3,2.2µM*,12%,-3%,3.5µM*,?,0%
CC(=O)c1c(OC(=O)c2ccco2)c2ccccc2n1C,-4%,16%,12,?,0%,4%,-17%,35%[activator],-4%
O=C(Cc1ccc(Cl)c(Cl)c1)OCC(=O)c1ccc[nH]1,24%,-1%,2,22%[59 µM],30%,-6%,-9%,65%[activator],-8%
CCc1ccc(S(=O)(=O)N(C(=O)c2ccncc2)c2ccc(OC(=O)c3ccncc3)cc2)cc1,?,13%,-3,?,-1%,-1%,-24%[57.1 µM],15%,-9%
O=C(Nc1ccc(F)cc1)N1CCc2ccccc2C1,-4%,-4%,-1,.,2%,0%,?,-19%,i
Brc1ccc(/C=N/Nc2ccccn2)cc1,-22%,-1%,-4,6%,-2%,-5%,-10%,35%,2%
Cc1ccc(C)c(CN2CCCN(Cc3cc(C)ccc3C)S2(=O)=O)c1,39%&42%[activator],5%&-11%,-1&-1,58%[activator],?,7%&-3%,31%&49%,54%&102%,12%&-1%
